# GLD-1 RNA inh = GLD-1-TGE RNA interaction inhibition (C. elegans). Q17339. purified GLD-1 + fluorescein TGE RNA, fluorescence polarization. inhibition, % at 5.96 µM. 0.44% of 320,000 active. AID 2280;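 active = percent inhibition above a per-plate cutoff, the plate mean of test compounds plus 3 SD, cut at about 30% in these data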;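 also: 0% = DMSO wells with GLD-1 and probe and 100% = wells lacking GLD-1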
# MEX-5 binding = C. elegans MEX-5 TCR-2 RNA binding activity; 0.38% of 300,000 active; MEX-5/FITC-TCR2 RNA binding, fluorescence polarization; active compounds read low; AID 1832; activity score (negative = inhibition of binding), % at 10 µM;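 active = inhibition past about -25% in most replicates, and total fluorescence under double the plate's negative control median, limit read from the data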;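 also: 0% = DMSO and -100% = 5 µM competing unlabeled TCR2 RNA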
# PAD4 FP inh = inhibitors of human PAD4; Q9UM07; recombinant PAD4, RCA probe fluorescence polarization; inhibition, % at 6.36 µM; 0.41% of 330,000 active; AID 485272;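 active = percent inhibition above a cutoff equal to the mean of all tested compounds plus 3 SD, cut at about 15% in these data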;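 also: 0% = PAD4 with RCA probe and DMSO and 100% = probe without PAD4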
# Target sequence (Q9UM07 whole entry, looked up): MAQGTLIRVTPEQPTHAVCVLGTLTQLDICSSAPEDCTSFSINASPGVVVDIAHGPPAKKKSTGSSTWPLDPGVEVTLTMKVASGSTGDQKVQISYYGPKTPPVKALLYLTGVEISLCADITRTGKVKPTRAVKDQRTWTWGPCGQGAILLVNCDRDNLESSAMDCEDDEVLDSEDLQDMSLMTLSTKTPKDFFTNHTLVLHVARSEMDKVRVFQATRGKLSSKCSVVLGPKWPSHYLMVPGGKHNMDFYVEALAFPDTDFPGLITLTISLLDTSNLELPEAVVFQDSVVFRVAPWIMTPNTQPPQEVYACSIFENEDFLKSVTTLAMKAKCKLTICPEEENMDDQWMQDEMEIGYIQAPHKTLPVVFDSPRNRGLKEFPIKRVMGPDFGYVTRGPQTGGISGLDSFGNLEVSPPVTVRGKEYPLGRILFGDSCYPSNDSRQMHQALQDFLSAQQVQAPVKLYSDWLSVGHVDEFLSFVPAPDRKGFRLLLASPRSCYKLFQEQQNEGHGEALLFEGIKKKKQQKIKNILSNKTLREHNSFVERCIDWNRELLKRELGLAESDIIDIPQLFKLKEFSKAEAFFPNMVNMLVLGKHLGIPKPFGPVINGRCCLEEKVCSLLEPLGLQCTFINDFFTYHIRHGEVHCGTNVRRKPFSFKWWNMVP
# * = called active by the depositor; x = not tested or not shown.
1) N#Cc1ccc(C(c2ccc(C#N)cc2)n2cncn2)cc1
2) Nc1nc(O)c(N=Nc2ccc(S(N)(=O)=O)cc2)c(=O)[nH]1
3) COc1cc(-c2oc3cc(O)cc(O)c3c(=O)c2O[C@@H]2O[C@H](COC3O[C@@H](C)[C@H](O)[C@@H](O)[C@H]3O)[C@@H](O)[C@H](O)[C@H]2O)ccc1O (some centres not stated)
4) COc1ccccc1N1CCN(CCCN=C2CC(=O)N(C)C(=O)N2C)CC1
5) Cc1c(C(=O)O)c(O)cc2c1C(=O)c1c(O)c([C@@H]3O[C@H](CO)[C@@H](O)[C@H](O)[C@H]3O)c(O)c(O)c1C2=O
6) C/C=C/C(=O)N(CC)c1ccccc1C

compound no.	1	2	3	4	5	6
GLD-1 RNA inh	x	x	2.5	0.6	10.8	-4.7
MEX-5 binding	5.2	0.8	x	x	x	x
PAD4 FP inh	x	x	2.9	-4.2	0.3	-2.4

# Ordered by length of the SMILES (smallest number first): part of the list above.
1) N#Cc1ccc(C(c2ccc(C#N)cc2)n2cncn2)cc1
2) Nc1nc(O)c(N=Nc2ccc(S(N)(=O)=O)cc2)c(=O)[nH]1
5) Cc1c(C(=O)O)c(O)cc2c1C(=O)c1c(O)c([C@@H]3O[C@H](CO)[C@@H](O)[C@H](O)[C@H]3O)c(O)c(O)c1C2=O

compound no.	1	2	5
GLD-1 RNA inh	x	x	10.8
MEX-5 binding	5.2	0.8	x
PAD4 FP inh	x	x	0.3

# The list is partial; the hit share may differ from the screen's.
